Bioassay records as filed in PubChem BioAssay.
EZH2 inh – EZH2/PRC2 methyltransferase inhibitors, primary screen, biochemical, DELFIA time-resolved fluorescence, single point | Histone-lysine N-methyltransferase EZH2 (Homo sapiens), Q15910 | 0.35% of 57,000 active | PRC2 H3K27 methylation, DELFIA TRF, 1 h | inhibition, % at 12.5 µM | AID 651548, 2012;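 active means mean inhibition of replicates at least 50% and every single replicate also reaching 50%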;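 further: dimethyl H3K27 on biotinylated H3 21-44 peptide detected by antibody; plate controls were median neutral control wells for no effect and median positive control wells for full effect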
IDH1 mut inh – inhibitors of IDH1 R132H reductase, primary screen, biochemical, plate reader, single point; Isocitrate dehydrogenase [NADP] cytoplasmic (Homo sapiens), O75874; diaphorase/resazurin fluorescence, 60 min; inhibition, % at 10 µM; 0.18% of 70,000 active; AID 624101, 2012; in the data active means inhibition above about 34%;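 further: 0% = DMSO and 100% = no enzyme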
Target sequence (O75874 whole entry R132H): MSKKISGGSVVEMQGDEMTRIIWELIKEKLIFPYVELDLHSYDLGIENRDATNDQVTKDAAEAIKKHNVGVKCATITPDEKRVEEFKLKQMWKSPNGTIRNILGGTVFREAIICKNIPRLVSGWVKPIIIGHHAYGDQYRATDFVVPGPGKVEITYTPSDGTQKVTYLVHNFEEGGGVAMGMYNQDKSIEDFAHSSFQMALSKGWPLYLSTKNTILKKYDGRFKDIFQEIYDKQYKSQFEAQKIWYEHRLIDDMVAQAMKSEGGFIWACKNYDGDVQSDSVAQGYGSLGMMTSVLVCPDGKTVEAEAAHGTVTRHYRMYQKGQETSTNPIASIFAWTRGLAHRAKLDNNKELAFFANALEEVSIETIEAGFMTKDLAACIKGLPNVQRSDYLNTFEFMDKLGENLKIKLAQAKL
* hit, by the source's call; i = inactive; / = not tested or not shown; & = joins results of further samples. The list is partial; rates above refer to the full screens.

Start of the data: the first two records (preview)
SMILES	EZH2 inh	IDH1 mut inh
CCC(=O)Nc1ccc2c(c1)C(=O)N(C)C[C@@H](OC)[C@@H](C)CN(C(=O)c1ccncc1)[C@@H](C)CO2	2	0.1
C[C@@H]1CN([C@H](C)CO)C(=O)CCCn2nncc2CO[C@@H]1CN(C)C(=O)Nc1ccc2c(c1)OCCO2	/	0.0

The whole of this part (from the top)
SMILES	EZH2 inh	IDH1 mut inh
CCC(=O)Nc1ccc2c(c1)C(=O)N(C)C[C@@H](OC)[C@@H](C)CN(C(=O)c1ccncc1)[C@@H](C)CO2	2	0.1
C[C@@H]1CN([C@H](C)CO)C(=O)CCCn2nncc2CO[C@@H]1CN(C)C(=O)Nc1ccc2c(c1)OCCO2	/	0.0
Cc1noc(C)c1S(=O)(=O)Nc1ccc2c(c1)C(=O)N([C@H](C)CO)C[C@@H](C)[C@@H](CN(C)Cc1ccc(C(=O)O)cc1)OCCCC[C@@H](C)O2	/	6.5
C[C@H]1CN([C@@H](C)CO)C(=O)c2cccc(NS(=O)(=O)c3ccccc3)c2O[C@H]1CN(C)C(=O)Nc1ccc(C(F)(F)F)cc1	/	1.7
CCOc1cccc(-c2nnc(SCC(=O)Nc3c(C)cccc3C)n2C)c1	-11	-0.1
CO[C@H](CN(C)Cc1cc(F)ccc1F)[C@H](C)CN([C@H](C)CO)S(=O)(=O)c1ccc(Cl)cc1	-2	-0.2
CO[C@H]1CN(C)C(=O)c2cc(NC(=O)c3cc(C)on3)ccc2OC[C@H](C)N(C)C[C@H]1C	-1	0.0
Cc1ccc(S(=O)(=O)Nc2ccc3c(c2)CC(=O)N([C@@H](C)CO)C[C@H](C)[C@H](CN(C)Cc2ccncc2)O3)cc1	8	3.0
O=C(Nc1ccc(S(=O)(=O)N2CCOCC2)cc1)c1cc(-c2ccncc2)nc2c(Cl)cccc12	-37	-0.3
COc1ccc(OC)c(N(CC(=O)N2CCc3ccccc3C2)S(C)(=O)=O)c1	-4	-0.4
COc1ccccc1NC(=O)N[C@@H]1CC[C@@H](CCNS(=O)(=O)c2ccccc2)O[C@H]1CO	-3	-0.4
C[C@@H]1CN([C@H](C)CO)S(=O)(=O)c2ccc(Br)cc2O[C@@H]1CN(C)Cc1cccnc1	0	9.6
C[C@H](CO)N1C[C@H](C)[C@H](CN(C)C(=O)CCCN(C)C)OCCCC[C@H](C)Oc2ccc(NC(=O)Cc3ccccc3)cc2C1=O	/	3.4
COc1ccc(C#Cc2cnc3c(c2)C(=O)N([C@@H](C)CO)C[C@@H](C)[C@@H](CN(C)C)O3)cc1	3	0.0
CCCSc1ccc2nc(NC(=O)OC)[nH]c2c1	/	0.4
COCC(=O)N(C)C[C@@H]1Oc2cc(-c3ccncc3)ccc2S(=O)(=O)N([C@H](C)CO)C[C@@H]1C	2	2.8
C[C@@H]1CN([C@@H](C)CO)C(=O)c2cc(-c3cccnc3)cnc2O[C@@H]1CN(C)Cc1ccc(-c2ccccc2)cc1	-21	-0.9
CN(C)CC(=O)Nc1ccc2c(c1)[C@H]1C[C@H](CC(=O)N3CCN(C)CC3)O[C@@H](CO)[C@H]1O2	3	-0.1
Cc1noc(C)c1NC(=O)N(C)C[C@@H]1Oc2ccc(NS(=O)(=O)c3ccccc3)cc2C(=O)N([C@@H](C)CO)C[C@@H]1C	/	0.9
C[C@H]1CN([C@@H](C)CO)S(=O)(=O)c2ccc(Br)cc2O[C@H]1CN(C)Cc1cncnc1	6	0.0
O=C(C[C@H]1C[C@H]2c3cc(NC(=O)C4CCC4)ccc3O[C@H]2[C@H](CO)O1)NCc1cc(F)ccc1F	-15	0.2
C[C@@H]1CN([C@@H](C)CO)C(=O)c2cc(NC(=O)c3ccccc3)ccc2O[C@@H](C)CCCCO[C@H]1CN(C)C(=O)Nc1ccccc1	/	2.3
C[C@@H]1CN([C@H](C)CO)C(=O)c2cc(NC(=O)CCC(F)(F)F)ccc2O[C@@H]1CN(C)CC1CC1	-7	0.5
Cn1c(SCC(=O)Nc2sc3c(c2C#N)CCCC3)nnc1-c1ccccc1	-2	0.1
COc1ccc(NC(=O)N(C)C[C@H]2Oc3ccc(N(C)C)cc3CC(=O)N([C@H](C)CO)C[C@@H]2C)cc1	1	-14

More records:
SMILES	EZH2 inh	IDH1 mut inh
C[C@@H]1CN([C@H](C)CO)C(=O)Cc2cc(NC(=O)c3ccncc3)ccc2O[C@@H]1CN(C)Cc1ccc(C(=O)Nc2ccccc2N)cc1	-27	/
COCC(=O)Nc1ccc2c(c1)C(=O)N(C)C[C@H](OC)[C@@H](C)CN(CCc1ccccc1)[C@@H](C)CO2	-7	0.3
C[C@H]1CN([C@@H](C)CO)C(=O)c2cc(C#CC3CC3)cnc2O[C@@H]1CN(C)Cc1cccc(C(=O)O)c1	9	-0.1
C[C@@H]1CN([C@H](C)CO)C(=O)c2cc(NS(=O)(=O)c3cccs3)ccc2O[C@@H]1CN(C)S(C)(=O)=O	/	-1.8
O=[N+]([O-])c1ccccc1OCCCCSc1ncccn1	5	-0.3
Cc1noc(C)c1S(=O)(=O)Nc1ccc2c(c1)C(=O)N([C@@H](C)CO)C[C@@H](C)[C@@H](CN(C)C(=O)NC(C)C)OCCCC[C@@H](C)O2	/	0.5
O=S(=O)(N[C@H]1CC[C@H](CCn2cc(-c3ccccc3F)nn2)O[C@@H]1CO)c1ccc(Cl)cc1	15	-0.4
O=C(O)CC(c1ccc(F)cc1)c1ccco1 (stereo not given)	-11	0.3
COc1ccc(CN(C)C[C@@H]2Oc3ccc(NC(=O)Cc4ccccc4)cc3CC(=O)N([C@@H](C)CO)C[C@@H]2C)cc1	0	0.8
C[C@H](CO)N1C[C@H](C)[C@H](CN(C)C)Oc2cc(C#CC3CCCCC3)ccc2S1(=O)=O	-18	0.5
COCC#Cc1cnc2c(c1)C(=O)N([C@H](C)CO)C[C@@H](C)[C@H](CN(C)C(=O)Nc1cc(F)ccc1F)O2	7	-1.6
C[C@H](CO)N1C[C@H](C)[C@H](CN(C)C(=O)CN2CCOCC2)Oc2ncc(C#C[C@@H](C)O)cc2C1=O	22	-3.4
C[C@H](CO)N1C[C@H](C)[C@H](CN(C)C(=O)c2cccnc2)Oc2ncc(C3=CCCC3)cc2C1=O	/	-0.7
CCCN(C)C[C@@H]1Oc2cc(-c3ccc(F)cc3)ccc2S(=O)(=O)N([C@H](C)CO)C[C@@H]1C	/	-1.0
CSc1cccc(NC(=O)CSc2nnc(-c3ccc(Br)cc3)o2)c1	21	0.0
C=C(CO)C1Cc2cc(C(C)=O)ccc2O1 (stereo not given)	/	0.9
CC(=O)N(C)C[C@H]1Oc2ncc(C#Cc3ccccn3)cc2C(=O)N([C@H](C)CO)C[C@@H]1C	/	0.0
CNC[C@@H]1Oc2ccc(NC(=O)Nc3ccc(F)cc3)cc2CC(=O)N([C@H](C)CO)C[C@@H]1C	/	2.4
COc1ccccc1NC(=S)NCc1cccnc1	7	0.1
O=C(Nc1cc(Cl)cc(Cl)c1)N[C@@H]1CC[C@H](CCNS(=O)(=O)c2cccc(F)c2)O[C@H]1CO	4	0.1
C[C@@H]1CN([C@@H](C)CO)C(=O)c2cc(C#Cc3ccccc3)cnc2O[C@@H]1CN(C)Cc1ccccn1	/	-0.2&-2.3
C[C@H]1CN([C@@H](C)CO)C(=O)c2cccc(NS(=O)(=O)c3cccs3)c2O[C@H]1CN(C)Cc1ccc(-c2ccccc2)cc1	-18	2.7
O=C(CSc1nnc(-c2cccnc2)o1)c1ccc(Br)cc1	0	2.4
O=C1C=CC(=O)C2=C1C1c3ccccc3C2c2ccccc21	-26	1.4
COc1ccc(COCC23N=C4SCCCN4[C@H](c4ccccc4O2)[C@H]3CO[Si](C)(C)C(C)(C)C)cc1	23	/

Single records, as listed above:
Shown for `C[C@@H]1CN([C@H](C)CO)C(=O)c2cc(NS(=O)(=O)c3cccs3)ccc2O[C@@H]1CN(C)S(C)(=O)=O` → EZH2 inh = /; IDH1 mut inh = -1.8
Shown for `CSc1cccc(NC(=O)CSc2nnc(-c3ccc(Br)cc3)o2)c1` → EZH2 inh = 21; IDH1 mut inh = 0.0
Shown for `COCC#Cc1cnc2c(c1)C(=O)N([C@H](C)CO)C[C@@H](C)[C@H](CN(C)C(=O)Nc1cc(F)ccc1F)O2` → EZH2 inh = 7; IDH1 mut inh = -1.6

New compounds follow.
SMILES	EZH2 inh	IDH1 mut inh
O=C(COc1ccc(Br)cc1C(=O)Nc1ccc(Cl)cc1)NC1CC1	-6	-0.8
CCC(=O)N(C)C[C@@H]1Oc2ncc(-c3ccc(C(=O)N(C)C)cc3)cc2C(=O)N([C@H](C)CO)C[C@@H]1C	2	-0.2
Cn1cnc(S(=O)(=O)N[C@@H]2C=C[C@@H](CC(=O)Nc3ccccc3)O[C@@H]2CO)c1	5	-0.4
CNC[C@@H]1OCCCC[C@@H](C)Oc2ccc(NC(=O)CCCN(C)C)cc2C(=O)N([C@@H](C)CO)C[C@H]1C	6	0.7
Cc1c(Br)c([N+](=O)[O-])nn1CC(=O)Nc1ccc(C#N)cc1	-2	0.4
C[C@H](CO)N1C[C@H](C)[C@@H](CN(C)S(C)(=O)=O)Oc2cc(C#CC3CCCC3)ccc2S1(=O)=O	-14	-2.7
CC(C)=CCC[C@@H](C)C/C=N/NC(=O)c1ccc(C(=O)NO)cc1	-1	0.0
COc1cccc(C#Cc2ccc3c(c2)O[C@H](CN(C)S(=O)(=O)c2ccccc2F)[C@@H](C)CN([C@@H](C)CO)S3(=O)=O)c1	-8	1.3
CCOc1ccc(-n2c(O)c(C3=c4ccccc4=NC3=O)sc2=O)cc1	i	-0.8
C[C@@H]1CN([C@@H](C)CO)C(=O)Cc2cc(NS(=O)(=O)c3ccc(F)cc3)ccc2O[C@H]1CN(C)C(=O)Nc1ccc2c(c1)OCO2	/	0.0
C[C@H](CO)N1C[C@H](C)[C@H](CN(C)Cc2ccccc2)Oc2ccc(NC(=O)CCCCCC(=O)Nc3ccccc3N)cc2C1=O	-1	-0.2
CNC[C@@H]1Oc2c(NC(=O)c3ccc(-c4nccs4)cc3)cccc2C(=O)N([C@H](C)CO)C[C@H]1C	-2	-2.3
CO[C@H]1CN(C)C(=O)c2cc(NS(=O)(=O)c3ccccc3)ccc2OC[C@@H](C)N(Cc2cccnc2)C[C@H]1C	-3	-0.2
O=C(N[C@@H]1CC[C@H](CCn2cc(C3(O)CCCC3)nn2)O[C@@H]1CO)c1ccccc1F	2	-0.4
C[C@H](CO)N1C[C@H](C)[C@H](CN(C)C)Oc2cc(C#Cc3ccccc3F)ccc2S1(=O)=O	5	-0.3
C[C@@H]1CN([C@H](C)CO)C(=O)Cc2cc(NS(=O)(=O)c3ccc(F)cc3)ccc2O[C@H]1CN(C)C(=O)Nc1ccc(C(F)(F)F)cc1	/	0.6
Cc1ccc(NC(=O)CSc2nc3ccccc3c(=O)n2-c2cccc(C(F)(F)F)c2)c(C)c1	0	-0.2
COCC#Cc1ccc2c(c1)O[C@H](CN(C)C(=O)C1CCOCC1)[C@@H](C)CN([C@H](C)CO)S2(=O)=O	-3	4.2
O=C(COc1cc(Cl)c(Cl)cc1Cl)Nc1ncn[nH]1	-9	0.1
CC(C)c1ccccc1NC(=O)CCCN1C(=O)c2ccccc2C1=O	12	-0.1
O=C(C[C@H]1CC[C@@H](NS(=O)(=O)c2ccccc2)[C@@H](CO)O1)N1CCc2ccccc2C1	27	-0.1
C[C@@H]1CN([C@H](C)CO)C(=O)c2cc(NC(=O)Nc3ccc(C(F)(F)F)cc3)ccc2O[C@@H](C)CCCCO[C@@H]1CN(C)Cc1ccccc1	/	-0.7
C[C@H](CO)N1C[C@H](C)[C@@H](CN(C)S(=O)(=O)c2ccc(F)cc2)Oc2c(NC(=O)CCCCCC(=O)Nc3ccccc3N)cccc2C1=O	7	0.1
C[C@@H]1CN([C@H](C)CO)S(=O)(=O)c2ccc(-c3ccccc3)cc2O[C@@H]1CN(C)C(=O)C1CCC1	11	/
CC(=O)NC(Cc1c[nH]c2ccccc12)C(=O)OCc1cc(C(F)(F)F)cc(C(F)(F)F)c1 (stereo not given)	/	-2.1

(cont.)
SMILES	EZH2 inh	IDH1 mut inh
OCCCc1n[nH]c(=S)n1-c1ccccc1	-3	-0.1
NCC[C@H]1CC[C@@H](NC(=O)C2CCCCC2)[C@H](CO)O1	-7	0.2
C[C@@H]1CN([C@H](C)CO)C(=O)c2cc(NC(=O)Nc3ccccc3)ccc2O[C@H]1CN(C)Cc1ccc(C(F)(F)F)cc1	/	0.1
Cc1noc(C)c1S(=O)(=O)Nc1ccc2c(c1)C(=O)N([C@@H](C)CO)C[C@H](C)[C@H](CN(C)S(=O)(=O)c1ccc(F)cc1)O2	/	-0.7
O=C(N/N=C/c1c[nH]c2ccccc12)c1ccccn1	10	0.5
CC(C)NC(=O)N(C)C[C@@H]1Oc2ncc(C#CCC3CCCC3)cc2C(=O)N([C@@H](C)CO)C[C@H]1C	-15	-0.4
C[C@H](CO)N1C[C@H](C)[C@@H](CN(C)Cc2ccc(-c3ccccc3)cc2)Oc2ccc(NC(=O)Cc3ccccc3)cc2C1=O	/	0.0
C[C@@H]1CN([C@H](C)CO)S(=O)(=O)c2ccc(C#CC3CCCC3)cc2O[C@@H]1CN(C)C(=O)Cc1ccccc1	-8	-1.4
COc1ccc(CN(C)C[C@H]2Oc3c(NC(=O)Nc4ccc(F)cc4)cccc3C(=O)N([C@H](C)CO)C[C@@H]2C)cc1	-13	1.2
